# Source: PubChem BioAssay
# TcdB GH inh: inhibitors of Clostridioides difficile toxin B glycohydrolase | P18177 | TcdB glycohydrolase enzymatic assay, plate reader | inhibition, % at 9.99 µM | 350,000 tested, 0.24% active; in the data active means inhibition above about 10%
# PrPC surface inh: reduces human prion protein on the cell surface; P04156; 370,000 tested, 0.43% active; inhibition, % at 13.8 µM; AID 720596; cell surface PrPC, TR-FRET read-out; in the data active means inhibition above about 24%; further: 0% = median of the test wells and 100% = reference compound wells
# DUSP3 inh: blocks human VHR1 dual specificity phosphatase. recombinant VHR phosphatase, pNPP absorbance. inhibition, % at 13.3 µM. 290,000 tested, 0.52% active. AID 1654; in the data active means inhibition above about 50%; further: some compounds called inactive have numbers as strong as hits
# Target sequence (P51452 whole entry, looked up): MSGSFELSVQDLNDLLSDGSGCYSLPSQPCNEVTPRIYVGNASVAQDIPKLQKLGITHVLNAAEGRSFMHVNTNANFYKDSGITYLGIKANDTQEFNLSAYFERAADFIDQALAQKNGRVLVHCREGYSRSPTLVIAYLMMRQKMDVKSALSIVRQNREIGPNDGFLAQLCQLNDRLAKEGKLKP
# Vc quorum ag: inducers of Vibrio cholerae quorum light production without autoinducers | activation, % at 18.7 µM | 350,000 tested, 0.16% active | AID 588436 | V. cholerae BH1578 lux reporter, luminescence, 6 h; in the data active means activation mostly above about 9.7%, no sharp cut-off; further: not every result past the cut was called active; inactives centre near 0; reference of the scale not given here
# Yp Topo-I inh: Y. pestis Topo-I inhibition via cleavage products | activity, % at 10 µM | 360,000 tested, 0.064% active | Y. pestis Topo-I cleavage product accumulation, plate reader; in the data active means activity above about 50%, passing the limit was not always enough; further: inactives centre near 2
# MazEF act: activators of E. coli MazEF toxin-antitoxin RNase | FAM/BHQ RNA-DNA oligo cleavage fluorescence, 5 h | P0AE70 | activation, % at 20 µM | 350,000 tested, 0.32% active; in the data active means activation above about 50%
# Target sequence (P0AE70 whole entry, looked up): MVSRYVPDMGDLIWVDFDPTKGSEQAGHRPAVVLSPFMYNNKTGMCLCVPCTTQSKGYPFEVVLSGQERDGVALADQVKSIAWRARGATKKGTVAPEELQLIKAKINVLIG
# SARS 3CLpro inh: SARS-CoV 3CLpro protease inhibition | P0C6X7 | inhibition, % at 6 µM | recombinant SARS-CoV 3CLpro, quenched FRET peptide cleavage | 290,000 tested, 0.14% active; in the data active means inhibition above about 12%
# CCHF vOTU inh: CCHFV vOTU protease inhibition. Pep-AMC fluorescence. AID 651958. 370,000 tested, 0.55% active. inhibition, % at 11.5 µM; in the data active means inhibition above about 30%; further: 0% = vehicle wells with enzyme and 100% = no enzyme wells
# Rv3671c protease: inhibitors of M. tuberculosis serine protease Rv3671c; P9WHR9; inhibition, % at 5.96 µM; 320,000 tested, 0.048% active; in the data active means inhibition above about 38%;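 further: extracellular domain of Rv3671c used as enzyme; 0% = enzyme with DMSO and 100% = no enzyme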
# Target sequence (P9WHR9 whole entry, looked up, the tested form may be a part): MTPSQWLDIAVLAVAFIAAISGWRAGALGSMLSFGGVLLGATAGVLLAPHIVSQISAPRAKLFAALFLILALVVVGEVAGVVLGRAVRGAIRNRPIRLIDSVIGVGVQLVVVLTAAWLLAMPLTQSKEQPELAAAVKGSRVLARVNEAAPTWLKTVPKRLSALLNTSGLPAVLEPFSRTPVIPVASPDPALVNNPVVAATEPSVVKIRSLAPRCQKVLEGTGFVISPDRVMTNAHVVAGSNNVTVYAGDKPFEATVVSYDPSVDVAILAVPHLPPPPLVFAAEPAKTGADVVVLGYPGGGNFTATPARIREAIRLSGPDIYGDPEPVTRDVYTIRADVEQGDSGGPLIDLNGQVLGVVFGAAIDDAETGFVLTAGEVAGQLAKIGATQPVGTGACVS
# PriA SSB inh: inhibitors of Klebsiella pneumoniae PriA binding to SSB C-terminal tail; AlphaScreen SSBct-PriA binding, biotinylated peptide; inhibition, % at 33 µM; 430,000 tested, 0.6% active; AID 1272365; in the data active means inhibition mostly above about 37%, no sharp cut-off; inactive means mostly below about 20%;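 further: plate controls were negative control peptide for no effect and reference peptide for full effect; strong numbers were not always called active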
# Numbers without * were called inactive; i = inactive; nt = no result given; & = joins results of further samples. An excerpt; rates above refer to the full screens.
1: O=C(NCC(=O)N1CCC2(CC1)NCCc1[nH]cnc12)c1ccc(Br)cc1
2: OCCC#Cc1ccc(CN2CCN(Cc3ccsc3)C(CCO)C2)cc1 (stereo unspecified)
3: CC(C)(C)N1C(=O)c2ccc(C(=O)Nc3ccc(C(=O)O)cc3)cc2C1=O
4: CC(=O)Nc1ccc(NC(=O)Nc2ccc(C)cc2C)cc1
5: CCOC(=O)Cn1c2ccc(OC)cc2c2nc3ccccc3nc21
6: COc1cc(OC)nc(Nc2nc(C(N)c3ccccc3)cs2)n1 (stereo unspecified)
7: COCCSc1ccccc1C(=O)Nc1ccc([N+](=O)[O-])cc1OC
8: COc1cccc(OC)c1C(=O)OCC(=O)N1CC(C)CC(C)C1 (stereo unspecified)
assay / compound	1	2	3	4	5	6	7	8
TcdB GH inh	2.0	1.3	-0.9	nt	nt	0.9	2.3	-0.7
PrPC surface inh	6	2	-5	0	1	6	-25	6
DUSP3 inh	8	20	1	27	43	nt	5	nt
Vc quorum ag	0.6	-0.8	1.0	0.6	-0.3	-0.4	-0.6	0.7
Yp Topo-I inh	6	6	8	-2	7	18	5	3
MazEF act	5	2	8	1	276*	nt	-4	0
SARS 3CLpro inh	4	2	8	0	-4	nt	4	nt
CCHF vOTU inh	-9	7	-4	1	-2	7	19	10
Rv3671c protease	-2	-3	-4	0	5	nt	-5	3
PriA SSB inh	-11	-4	-10	-5	-19	nt	-3	-6

9: COc1cc(C2NC(=O)NC(C)=C2C(=O)OC2CCC(C)CC2)ccc1O (stereo unspecified)
10: Cc1ccc(NC(=O)CN2CC(C)SC2=NC2CCCCC2)cc1 (stereo unspecified)
11: Cc1ccnn1CC(=O)N/N=C/c1cn[nH]c1-c1ccccc1
12: COC(=O)CCC(=O)OC1(C)C(=O)C2=CN(c3ccc(OC)cc3)C(c3ccc(OC)cc3)=CC2=C(Br)C1=O (stereo unspecified)
13: Cc1ccc(-c2ccc(/C=N/N3C(=O)C4C5C=CC(C6CC56)C4C3=O)o2)c([N+](=O)[O-])c1 (stereo unspecified)
14: Nc1nc(NCc2ccccc2)nc(Nc2ccc(F)cc2)c1[N+](=O)[O-]
15: COCCOc1nc2c(c(=O)n(C)c(=O)n2C)n1CCc1ccccc1
16: CN(C)CCNC(=O)c1c(O)c2c([nH]c1=O)CCCC2
assay / compound	9	10	11	12	13	14	15	16
TcdB GH inh	3.9	1.2	0.5	nt	nt	nt	nt	-0.6
PrPC surface inh	-6	1&-5	-7	nt	-2	5	0	0
DUSP3 inh	1	10	16	nt	32	-8	2	-5
Vc quorum ag	-0.6	i	i	-2.7	i	-2.2	-0.3	i
Yp Topo-I inh	10	2&11	2	-6	-1	3	-5	11
MazEF act	10	5&4	-16	-1	-20	-18	-14	12
SARS 3CLpro inh	7	-5	-2	nt	1	4	-4	3
CCHF vOTU inh	-2	-1&13	-6	nt	11	-1	19	12
Rv3671c protease	-1	4	4	-15	-1	-9	-2	-5
PriA SSB inh	-5	-13&0	nt	26	nt	3	-27	6

17: CC1NC(=O)NC1CCCCCC(=O)Nc1ccc(F)cc1 (stereo unspecified)
18: CCOc1ccc(NC(=O)CCNS(=O)(=O)c2cccs2)cc1
19: CCCNC(=O)c1cc(C2CCCCN2C(=O)c2ccc(OC)cc2)on1 (stereo unspecified)
20: Cc1cc(C)n2nc(SC(C)C(=O)N3CC(C)OC(C)C3)nc2n1 (stereo unspecified)
21: Cc1ccc(C(CNS(=O)(=O)c2ccccc2)N2CCN(C)CC2)cc1 (stereo unspecified)
22: Cc1ccc(S(=O)(=O)ON2C(=O)c3cccc4cccc(c34)C2=O)cc1
23: CCCn1c(SCC(=O)N2CCCC2=O)nc2ccccc2c1=O
24: C=CCOc1ccc(/C=N/O)cc1Cl
assay / compound	17	18	19	20	21	22	23	24
TcdB GH inh	0.7	nt	1.7	5.0	-1.2	1.3	1.7	nt
PrPC surface inh	4	6	1	-6	-5	2	-1	1
DUSP3 inh	37	-33	nt	nt	nt	14	nt	4
Vc quorum ag	-0.3	0.9	-4.5	-0.6	-0.6	-0.1	i	-0.3
Yp Topo-I inh	13	5	-16	-2	-5	-9	10	-2
MazEF act	-9	8	nt	-6	-5	-6	-5	2
SARS 3CLpro inh	0	-2	nt	nt	nt	1	nt	-1
CCHF vOTU inh	-1	-17	6	2	-1	-5	2	-6
Rv3671c protease	2	5	nt	6	-12	-14	nt	-8
PriA SSB inh	13	-7	nt	-8	-5	22	-5	nt

25: COc1cccc(CNC(=O)COC(=O)CNC(=O)c2ccc(-c3ccccc3)cc2)c1
26: N/C(COc1ccc(Cl)cc1)=N\NS(=O)(=O)c1ccccc1
27: NC(=S)NN=C1c2cc(Cl)ccc2-c2c1cc(Cl)cc2[N+](=O)[O-]
28: S=c1[nH]c2ccccc2n1CCc1ccncc1
29: COc1ccc2cc(/C=N/NC(=O)c3c(Cl)cnn3C)c(Cl)nc2c1
30: Cn1c(SCC(=O)NC2CCCCC2)nnc1-c1ccccc1O
31: COc1ccc(NC(=O)/C=C/c2ccc(C)o2)cc1S(=O)(=O)N1CCOCC1
32: CCOC(=O)COc1ccc(S(=O)(=O)NC2CC2)cc1
assay / compound	25	26	27	28	29	30	31	32
TcdB GH inh	0.4	nt	nt	0.9	nt	0.8	0.5	0.7
PrPC surface inh	1	-1	nt	1	-2	1	-8	3
DUSP3 inh	nt	9	nt	nt	-14	2	-4	-16
Vc quorum ag	i	-0.4	i	i	-0.2	i	-0.3	i
Yp Topo-I inh	23	-9	-2	0	0	5	9	5
MazEF act	-6	9	6	9	-10	1	1	1
SARS 3CLpro inh	nt	2	nt	nt	-3	2	0	-1
CCHF vOTU inh	5	6	nt	3	0	-6	7	-8
Rv3671c protease	-2	-2	nt	nt	-7	-7	-21	-2
PriA SSB inh	13	nt	-5	-7	nt	-15	3	-13

33: Cc1ccnc(SCc2cn3c(C)cccc3n2)n1
34: COc1ccc2c(c1)CCC(C)N2S(=O)(=O)c1ccc(C2CNC(=O)C2)cc1 (stereo unspecified)
35: COc1ccc(-c2csc3ncn(-c4ccc(C)cc4)c(=O)c23)cc1OC
36: O=C(Cn1nnc(-c2ccccc2)n1)N/N=C/c1ccc(-c2ccc(Cl)cc2)o1
37: OCCNc1nc(Nc2ccccc2)nc(Nc2ccccc2)n1
38: CCN(CC)CCNC1=NCCn2c1cc1cc(OC)ccc12
39: O=C(NCC1COc2ccccc2O1)c1c[nH]c2ccc(S(=O)(=O)N3CCOCC3)cc2c1=O (stereo unspecified)
40: COc1ccc(C2CC(c3ccccc3)=NN2C(=O)COC(=O)c2nc3nc(C)cc(C)n3n2)cc1 (stereo unspecified)
assay / compound	33	34	35	36	37	38	39	40
TcdB GH inh	1.1	0.8	-1.5	nt	nt	nt	nt	-0.6
PrPC surface inh	3	8	-2	3	9	-19	0	-3
DUSP3 inh	12	0	7	51*	-1	12	26	10
Vc quorum ag	0.4	21	-0.2	i	i	i	i	-0.4
Yp Topo-I inh	-7	0	32	-2	0	-13	-7	21
MazEF act	5	4	8	24	2	8	1	-10
SARS 3CLpro inh	-1	1	1	0	-2	-2	1	5
CCHF vOTU inh	-7	8	-11	4	11	-8	0	6
Rv3671c protease	0	-5	1	-11	0	10	nt	2
PriA SSB inh	-10	2	-4	nt	-3	-25	-10	16

41: COC(=O)c1sccc1NC(=O)CSCCc1ccccn1
42: CC(=O)Nc1ccc(C(=O)OCC(=O)N2CCCC2)cc1
43: C/C(Cc1ccccc1)=N\NC(=O)CNC(=O)Cc1ccccc1
44: CC1CCCCN1C(=O)COC(=O)c1ccc2c(c1)C(=O)N(Cc1ccco1)C2=O (stereo unspecified)
45: Cc1ccc(NNC(=O)c2cc(C(C)(C)C)nn2Cc2ccccc2)cc1
46: Cc1cccc(CC(c2cccc(C)c2)N(C)C)c1 (stereo unspecified)
47: O=C(O)CCCC(=O)N1CCN(c2cccc(Cl)c2)CC1
48: CCc1nc2ccc(C(=O)NCc3ccc(C)o3)cc2nc1CC
assay / compound	41	42	43	44	45	46	47	48
TcdB GH inh	-0.5	0.7	1.2	-0.1	-1.7	0.4	nt	-0.1
PrPC surface inh	2	5	-2	-5	22	6	1	-7
DUSP3 inh	16	26	13	nt	-19	nt	15	4
Vc quorum ag	-0.3	-0.3	-0.1	-0.6	5.3	i	-2.4	0.2
Yp Topo-I inh	-2	-1	2	15	4	-4	1	-13
MazEF act	3	5	-1	12	2	8	4	2
SARS 3CLpro inh	-5	-1	6	nt	2	nt	-2	-4
CCHF vOTU inh	-6	-15	-11	-13	-13	10	5	21
Rv3671c protease	7	2	4	-3	-9	nt	-6	-4
PriA SSB inh	7	-10	nt	6	-17	-3	-13	-7
